From PubChem
SENP7 block: blocks the human protease SENP7. Q9BQF6. recombinant SENP7, Z-RLRGG-aminoluciferin luminescence, 40 min. inhibition, % at 5 µM. 330,000 tested, 1.5% active;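 active = inhibition above about 50% at the single test dose, limit read from the data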;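 also: plate controls were DMSO with enzyme for no effect and no enzyme buffer wells for full effect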
SENP6 block: SENP6 protease inhibition; Q9GZR1; Recombinant SENP6 catalytic domain, aminoluciferin luminescence; inhibition, % at 10 µM; 330,000 tested, 1.8% active;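 active = inhibition above about 50% at the single tested dose, limit read from the data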;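 also: plate controls were DMSO wells with enzyme for no effect and DMSO wells lacking enzyme for full effect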
Target sequence (Q9GZR1 628-1112 limits assumed): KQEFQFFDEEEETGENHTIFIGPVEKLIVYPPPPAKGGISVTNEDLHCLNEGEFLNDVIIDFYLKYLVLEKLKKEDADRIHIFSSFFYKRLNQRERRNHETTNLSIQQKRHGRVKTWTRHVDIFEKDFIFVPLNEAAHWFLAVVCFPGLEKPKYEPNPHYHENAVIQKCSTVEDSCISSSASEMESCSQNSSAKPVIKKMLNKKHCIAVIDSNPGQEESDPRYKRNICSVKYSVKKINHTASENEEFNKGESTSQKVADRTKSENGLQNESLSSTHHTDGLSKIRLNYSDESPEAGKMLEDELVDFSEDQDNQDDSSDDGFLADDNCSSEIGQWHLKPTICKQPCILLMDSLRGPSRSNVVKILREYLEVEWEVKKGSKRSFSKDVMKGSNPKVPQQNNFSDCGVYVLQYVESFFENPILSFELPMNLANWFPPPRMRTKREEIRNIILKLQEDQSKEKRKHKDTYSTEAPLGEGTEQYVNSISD
APOBEC3G inh: inhibitors of human APOBEC3G DNA deaminase. recombinant A3G, ssDNA deamination FAM/TAMRA fluorescence. inhibition, % at 20 µM. 330,000 tested, 0.28% active. AID 493012;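 active = inhibition of at least 40% at 20 µM, with no more than 30% in the related APOBEC3A deaminase screen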;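 also: plate controls were DMSO wells with A3G for no effect and wells lacking A3G enzyme for full effect; some compounds called inactive have numbers as strong as hits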
SENP8 block-1: SENP8 (human) protease inhibition; Q96LD8; recombinant SENP8, Nedd8 substrate fluorescence; inhibition, % at 20 µM; 360,000 tested, 0.64% active; AID 602440; in the data active = inhibition mostly above about 40%, no sharp cut-off; inactive = mostly below about 27%
Target sequence (Q96LD8 whole entry, looked up): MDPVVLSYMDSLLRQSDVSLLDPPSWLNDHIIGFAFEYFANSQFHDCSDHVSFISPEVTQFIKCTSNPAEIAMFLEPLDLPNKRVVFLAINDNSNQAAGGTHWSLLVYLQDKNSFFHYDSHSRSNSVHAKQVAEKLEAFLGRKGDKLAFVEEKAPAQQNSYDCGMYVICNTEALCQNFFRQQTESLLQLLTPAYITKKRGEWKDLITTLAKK
SENP1 inh: SENP1 (human) catalytic domain inhibition. recombinant SENP1 catalytic domain, CyPet-SUMO1-YPet FRET cleavage. inhibition, % at 10 µM. 360,000 tested, 0.21% active. AID 624204;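 active = inhibition at least 30% at 10 µM, raw YFP signal under a set limit, fluorescence ratio 0.5 to 1.5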;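 also: 0% = enzyme with DMSO and 100% = no enzyme wells; some results filed as inactive read as strong as hits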
Target sequence (Q9P0U3 419-644 limits assumed): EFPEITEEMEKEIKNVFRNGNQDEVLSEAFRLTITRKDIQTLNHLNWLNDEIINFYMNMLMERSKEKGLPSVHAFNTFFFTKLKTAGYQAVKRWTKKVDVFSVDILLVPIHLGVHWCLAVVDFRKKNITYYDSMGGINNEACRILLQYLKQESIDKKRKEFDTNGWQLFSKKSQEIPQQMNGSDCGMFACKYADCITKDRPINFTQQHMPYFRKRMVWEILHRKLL
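Test system: human SENP1 catalytic domain; medium: Tris pH 8 buffer plus EDTA, NaCl, BME, BSA, NP40, catalase; incubation: 50 min reaction at room temperature; technique: FRET, CFP and YFP emission; controls: no-enzyme low control and enzyme-plus-DMSO high control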
Apaf1 inhib: blocks human Apaf-1 apoptosome activity | O14727 | reconstituted apoptosome caspase-3 activity, DEVD-Rh110 fluorescence | 330,000 tested, 0.71% active | AID 489030 | inhibition, % at 20 µM; active = inhibition of at least 40% at 20 µM;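 also: plate controls were DMSO wells for no effect and DEVD-CHO caspase inhibitor wells for full effect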
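Material: cell-free apoptosome with Apaf-1, procaspase-3 and caspase-9; Buffer or medium: Hepes pH 7.5 with detergent and BSA; Reagent: cytochrome c trigger plus (Z-DEVD)2-Rh110 caspase-3 substrate; Times: compound with Apaf-1, dATP, procaspase-3 30 min, then 50 min reaction, room temperature; Technique: Rh110 fluorescence intensity.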
SENP8 block-2: SENP8 protease inhibition; Q96LD8; purified SENP8, Z-RLRGG-aminoluciferin cleavage, luminescence; inhibition, % at 10 µM; 330,000 tested, 1.2% active; AID 2540; in the data active = inhibition above about 50%
UBC13 polyUb: human UBC13 polyubiquitination inhibition. UBC13 polyubiquitin chain formation, TR-FRET. inhibition, % at 20 µM. 330,000 tested, 0.47% active. P61088; in the data active = inhibition above about 45%, passing the limit was not always enough
Target sequence (P61088 whole entry, looked up): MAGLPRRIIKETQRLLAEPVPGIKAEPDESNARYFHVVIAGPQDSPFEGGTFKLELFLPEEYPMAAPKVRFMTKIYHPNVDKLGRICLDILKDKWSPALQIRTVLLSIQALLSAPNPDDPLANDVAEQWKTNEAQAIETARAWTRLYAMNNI
* hit, by the source's call; · = no result given.

Each structure is followed by: SENP7 block, SENP6 block, APOBEC3G inh, SENP8 block-1, SENP1 inh, Apaf1 inhib, SENP8 block-2, UBC13 polyUb
CCN(CC)S(=O)(=O)c1ccc(OC)c(NC(=O)CC2CCCC2)c1
→ -8, -29, -5, -4, 1, 15, -7, -9
COc1ccc(C(=O)N2CCN(c3ccc(F)cc3)CC2)cc1S(=O)(=O)NC1CC1
→ 24, 30, -6, 8, 0, 1, 16, 14
CCN(CC)S(=O)(=O)c1ccc(C(=O)NCC(=O)NC2CC2)cc1
→ 1, -26, -2, 15, 4, 0, 4, -8
O=c1[nH]c(CN(CCc2ccccc2)S(=O)(=O)c2ccc(Cl)cc2)nc2ccccc12
→ -9, 3, -6, 20, -1, 13, -10, 11
CN(C)c1ccc(C(CNS(=O)(=O)c2ccc(F)cc2)c2c[nH]c3ccccc23)cc1 (configuration not stated)
→ -8, -9, -6, -8, -1, 30, -3, 9
O=C(CS(=O)c1cccc(Cl)c1)Nc1ccccc1Cl (configuration not stated)
→ 9, 2, -2, 19, 2, 5, 1, -12
Cc1ccc(N2C(=O)Cc3ccccc3C2=O)cc1
→ 17, 40, -1, 69*, -4, 22, 23, 5
CCOc1ccc(C2=C(C=Nc3c(C)n(C)n(-c4ccccc4)c3=O)C(c3ccc(F)cc3)c3ccccc3O2)cc1 (configuration not stated)
→ 1, -4, -1, 29, 2, 12, -3, -14
COc1ccc(C)cc1NC(=O)CSc1nnc2ccc(-c3ccncc3)nn12
→ -9, -4, -4, 1, 2, 2, -4, -1
O=C(O)c1ccc(N2C(=O)C3ON(c4ccccc4)C(c4ccccc4F)C3C2=O)cc1 (configuration not stated)
→ -1, -15, -6, 19, 3, 6, -4, -12
COc1ccc(N2CC(C(=O)Nc3nc4ccc(OC)cc4s3)CC2=O)cc1 (configuration not stated)
→ 8, 0, -2, 0, -4, 12, 2, 6
Cc1ccc(N2CN=C(c3ccccc3)NC2=S)cc1
→ 2, -9, -7, 18, 0, -14, 2, 0
CCN(C(=O)COC(=O)CCOc1cccc(C)c1)c1c(N)n(Cc2ccccc2)c(=O)[nH]c1=O
→ -1, -18, -2, 10, -1, 8, -3, 2
COc1ccc(S(=O)(=O)N2CCN(C(=O)c3cc(C)oc3C)CC2)cc1OC
→ 10, -9, -4, 7, -1, -2, -1, 7
O=C1C=C(c2cccs2)CC(c2cccs2)C1n1cnc([N+](=O)[O-])c1 (configuration not stated)
→ 8, -18, 4, -18, 1, -2, 8, -9
COc1cc(OC)c(C(=O)NCCCN2CCOCC2)cc1OC
→ -2, 1, -3, -2, -1, -9, 3, 3
O=C(CCCCCN1C(=O)c2ccccc2C1=O)NCc1ccco1
→ -6, -4, -4, 17, 2, 6, -9, 23
COc1ccc(/C=N/n2c(N)nc(-c3ccccc3)c2-c2ccccc2)cc1
→ -8, -7, -3, 2, 4, 26, -10, -12
COc1ccc(N2CCN(C(=S)Nc3cccc(C)c3C)CC2)cc1
→ 14, -16, -5, 8, 2, -13, -8, -3
CCN(CC)S(=O)(=O)c1cccc(NC(=O)COC(=O)c2n[nH]c(=O)c3ccccc23)c1
→ -11, -10, -7, 6, 2, 6, -8, 2
CCCCCC(=O)NNC(=S)NC(=O)c1cccc([N+](=O)[O-])c1
→ -4, -16, 17, 8, -2, -6, -3, 6
COc1cc(C(=O)N(C)CC(=O)Nc2cccc(F)c2)ccc1OCc1ccccc1
→ -5, 3, -2, 2, 1, 19, 2, -3
O=C(NCC1CCCO1)c1ccc2c(c1)ncn2-c1cccc(F)c1 (configuration not stated)
→ -4, 6, -5, 14, -2, 10, -5, 0
COc1cccc(Cn2cccc(NC(=O)NC3CCCCC3)c2=O)c1
→ 17, 19, 1, -353, -2, 4, -2, 10
Cc1ccc(NC(=O)CN(C)C(C)C(=O)Nc2ccc(S(=O)(=O)N3CCCC3)cc2)cc1 (configuration not stated)
→ -2, 0, 0, 13, -1, 11, 2, 2
CCNc1nc(OCCNS(=O)(=O)c2cc(C)ccc2C)nc(N(C)C)n1
→ -8, -6, -3, 15, 0, 9, -7, -3
COC(=O)c1ccc(CSc2n[nH]c(-c3ccccc3)n2)o1
→ 2, -14, -5, 6, 3, -5, -10, -10
CCOc1cnc(-c2c(-c3c(F)cccc3Cl)noc2C)o1
→ -1, -3, -7, 6, -1, 10, -8, -1
CCC(C)(NC(=O)c1ccccn1)C(=O)NC1CCCC1 (configuration not stated)
→ 3, 8, -2, 16, 0, -22, -4, 10
CC1=C(C(=O)OC(C)(C)C)C(c2ccco2)C(C#N)=C(N)O1 (configuration not stated)
→ -10, -22, -4, 13, -2, -11, -7, 3
Cc1ccccc1C1c2[nH]c3ccccc3c2CCN1Cc1cccn1-c1ncccn1 (configuration not stated)
→ 0, 3, 0, -86, -81, -8, 2, 11
CCCC(=O)Nc1nc2ccc(NC(=O)c3c(F)c(F)c(OC)c(F)c3F)cc2s1
→ 12, -25, -8, 12, 0, -393, 0, 23
O=C(CSc1n[nH]c(-c2ccc(Br)cc2)n1)NC1CCCC1
→ 4, 8, -7, -1, -2, 1, 2, 3
O=C(Nc1ccncc1)c1ccc(Cl)c(Cl)c1
→ -2, 3, 0, 9, 0, 7, -13, 3
Cc1cc(C(=O)CN2C(=O)C(=O)N(Cc3ccccc3)C2=O)c(C)n1CC1COc2ccccc2O1 (configuration not stated)
→ 1, 7, -7, 0, -5, 14, 3, 4
CCCCNC(=O)C1CCN(S(=O)(=O)c2cnc[nH]2)CC1
→ -3, -1, -1, 22, -1, 3, 2, 0
CCOCCCNC(=O)Cc1ccc(F)cc1
→ 0, -9, -5, ·, ·, -5, -1, 11
CCN1CCN(C(c2cccs2)C(C)NC(=O)C(C)C)CC1 (configuration not stated)
→ 0, 9, 3, 15, 0, 7, -5, 9
COc1ccc(C(=O)c2coc(-c3ccccc3C(=O)O)c2C(=O)O)cc1
→ 3, -12, 0, 5, 1, -11, -2, 8
Cc1c(NS(=O)(=O)c2ccc(C(=O)NCc3ccc(F)cc3)cc2)c(=O)n(-c2ccccc2)n1C
→ 11, -3, -3, 9, 2, -1, -9, 0
Cc1ccc(N2C(=O)Nc3cc(Cl)c(Cl)cc3N2O)cc1Cl
→ 2, 1, -3, 11, 3, -2, -1, -8
O=C(c1ccco1)N1CCC(c2nc3c(nnn3Cc3ccc(F)cc3)c(=O)[nH]2)CC1
→ -3, -4, -13, 6, -2, 8, -6, 11
N#CC1=C(N)Oc2n[nH]c(-c3ccc(F)cc3)c2C1c1cccc(OC(=O)N2CCOCC2)c1 (configuration not stated)
→ 3, 0, -4, 7, 1, 4, 2, 5
CCCn1nc(C(=O)NNC(=O)C2CSC3(C)CCC(=O)N23)c2ccccc2c1=O (configuration not stated)
→ -7, 6, -8, 5, 2, 3, -2, -2
CC(C)(C)C1CCC(OC(=O)C[N+]2(C)CCCCC2)CC1 (configuration not stated)
→ 4, -8, 11, 18, -1, 0, 1, 13
COCCCNc1nc2nonc2nc1N(C)CC1CCCN1C (configuration not stated)
→ 9, -3, -4, 13, -6, -18, 2, -9
COc1ccc(CNC(=O)C2CC(c3ccccc3[N+](=O)[O-])=NO2)cc1 (configuration not stated)
→ 10, 5, -7, 15, 2, 0, -9, -2
Cc1ccccc1NC(=O)N1C2CCCC1CC(NC(=O)C1CC1)C2 (configuration not stated)
→ 7, 0, -6, 16, 1, -1, -2, 5
CCCNS(=O)(=O)c1ccc(NC(=O)Cc2cccs2)cc1
→ 4, 3, -3, 24, 0, 3, -4, -4
C/C(=C\c1ccco1)C1C(C#N)=C(N)Oc2n[nH]c(-c3ccccc3)c21 (configuration not stated)
→ 9, 1, 0, -7, -5, 13, 9, -2
COc1ccc(NS(=O)(=O)c2cc(N=Nc3c(O)[nH]c(=O)[nH]c3=O)ccc2Cl)cc1
→ 7, -4, -5, 23, -4, -2, 0, 2
COc1ccc(Cl)cc1N1C(=O)[C@@H]2C(c3cccc(OC)c3OC)=NO[C@@H]2C1=O
→ -2, 4, -2, -11, -1, 8, -2, 0
CCN1CCN(CCC(=O)Nc2cc(C)ccc2C)CC1
→ -2, -1, -2, 7, -2, -6, 0, 6
C=CCOC(=O)c1sc(NC(=O)c2ccc(OC)cc2)nc1C
→ 69*, -30, -13, -126, -1, -2, 1, 32
O=C(NC(=S)Nc1ccccc1Cl)C1CC1
→ -9, -24, -5, 8, 1, 4, -20, 0
CN(CC(=O)Nc1ccc(F)c(F)c1F)C(=O)C1CCCCC1
→ -2, -7, -10, 5, -1, -6, 11, 3
COC(=O)[C@@H](Cc1ccc(O)cc1)NC(=O)[C@H]1CCC(=O)N1C(=O)OCc1ccccc1
→ 2, -3, -6, 31, 4, -7, -2, 2
C=CCOc1ccc(CNn2nnnc2N)cc1
→ -8, -6, -10, 20, 4, 1, -10, 1
Cc1ccc(C(C(=O)NC2CCCC2)N(Cc2ccc3c(c2)OCO3)C(=O)Cc2cccs2)cc1 (configuration not stated)
→ 2, -2, 1, 33, 1, 21, -1, 1
CCOC(=O)c1c(/N=C/N(C)C)sc(/C=N/Nc2ccccc2)c1-c1ccc(Cl)cc1
→ -3, -8, 5, -201, -25, 2, 2, -12

By substructure, the compounds so far containing a tert-butyl group (2)
Each structure is followed by: SENP7 block, SENP6 block, APOBEC3G inh, SENP8 block-1, SENP1 inh, Apaf1 inhib, SENP8 block-2, UBC13 polyUb
CC1=C(C(=O)OC(C)(C)C)C(c2ccco2)C(C#N)=C(N)O1 (configuration not stated)
→ -10, -22, -4, 13, -2, -11, -7, 3
CC(C)(C)C1CCC(OC(=O)C[N+]2(C)CCCCC2)CC1 (configuration not stated)
→ 4, -8, 11, 18, -1, 0, 1, 13

Some values from above.
Entry for CCOC(=O)c1c(/N=C/N(C)C)sc(/C=N/Nc2ccccc2)c1-c1ccc(Cl)cc1 under Apaf1 inhib: 2
Entry for Cc1ccccc1NC(=O)N1C2CCCC1CC(NC(=O)C1CC1)C2 (configuration not stated) under SENP8 block-1: 16

(continued)
Each structure is followed by: SENP7 block, SENP6 block, APOBEC3G inh, SENP8 block-1, SENP1 inh, Apaf1 inhib, SENP8 block-2, UBC13 polyUb
Cc1ccc(-c2nn3c(C)nnc3s2)cc1NC(=O)c1ccc(Br)o1
→ -24, -6, 2, 6, -10, 9, -4, -5
O=C1C2C3c4ccccc4C(Br)(c4ccccc43)C2C(=O)N1c1ccccc1O (configuration not stated)
→ 4, -14, 4, 15, 0, 13, 2, -5
COc1cc(/C=C2\SC(=S)N(c3cccnc3)C2=O)ccc1O
→ 47, -3, 3, 30, 41, -29, -3, -24
O=C(O)C1CCC(CNCc2ccccc2Cl)CC1 (configuration not stated)
→ 9, -5, 9, 1, 1, 14, -2, -2
COC(=O)c1c(NC(=O)/C=C/c2ccc3c(c2)OCO3)sc(C)c1C
→ 5, -9, 0, -193, -26, 8, -1, -4
O=C(c1noc2c1CCCC2)N1CCc2c([nH]c3ccccc23)C1c1ccccn1 (configuration not stated)
→ -11, 11, -3, 7, -23, 9, -3, -9
CC(Sc1ccc([N+](=O)[O-])cn1)C(=O)Nc1nccs1 (configuration not stated)
→ 4, -8, -5, 9, -2, -1, 5, -4
Nc1ccc(S(=O)C(F)(F)F)cc1 (configuration not stated)
→ 3, -5, 0, 17, 0, -4, -2, 1
C/C(=N\O)C(C)NC(=O)c1ccccc1 (configuration not stated)
→ -11, -3, -5, 12, 2, 7, -7, -16
Cc1cc2ncc(-c3ccc(Cl)cc3)c(N)n2n1
→ 3, -11, -7, -18, 0, 5, -17, -10
Cc1nn(C(C)C(=O)O)c2ccccc12 (configuration not stated)
→ 2, -3, 4, 19, 2, -6, -1, 2
CC(=O)N1c2ccccc2N(Cc2ccc(C)cc2C)C(=O)C1(C)C
→ -19, 1, -8, 20, 0, 26, -8, 4
CNS(=O)(=O)c1ccc(C(=O)NCC(=O)NCCC(c2ccccc2)c2ccccc2)cc1
→ -7, 1, -4, 11, -1, 6, 2, 5
Oc1ccc(N=Nc2cccc(C(F)(F)F)c2)cc1C=Nc1ccc(N2CCOCC2)cc1
→ 11, 66*, 0, 36*, 9, 2, 43, -39
O=C(c1ccc2ccccc2c1)C1CCCN(C(=O)c2cnccn2)C1 (configuration not stated)
→ 3, -30, -5, -14, 0, -15, -10, -4
